Screening results: PubChem BioAssay, National Center for Advancing Translational Sciences (NCATS)
EPAC2 antag: antagonists of human EPAC2. Q8WZA2. Potency, µM (highest dose often 114 µM), inactives show at the top dose activity, negative = inhibition, actives largely listed as inhibitors. actives 0.18% (n = 360,000). EPAC2 GEF exchange of Rap1B-BODIPY-GDP, fluorescence; note: potency is the fitted concentration of half-maximal effect; % is set by controls: 0 for no effect and ±100 for the full control effect; nearly all actives have a fitted effect of over 45% in size; many of its hits are not listed in these tables
Target sequence (Q8WZA2 whole entry, looked up): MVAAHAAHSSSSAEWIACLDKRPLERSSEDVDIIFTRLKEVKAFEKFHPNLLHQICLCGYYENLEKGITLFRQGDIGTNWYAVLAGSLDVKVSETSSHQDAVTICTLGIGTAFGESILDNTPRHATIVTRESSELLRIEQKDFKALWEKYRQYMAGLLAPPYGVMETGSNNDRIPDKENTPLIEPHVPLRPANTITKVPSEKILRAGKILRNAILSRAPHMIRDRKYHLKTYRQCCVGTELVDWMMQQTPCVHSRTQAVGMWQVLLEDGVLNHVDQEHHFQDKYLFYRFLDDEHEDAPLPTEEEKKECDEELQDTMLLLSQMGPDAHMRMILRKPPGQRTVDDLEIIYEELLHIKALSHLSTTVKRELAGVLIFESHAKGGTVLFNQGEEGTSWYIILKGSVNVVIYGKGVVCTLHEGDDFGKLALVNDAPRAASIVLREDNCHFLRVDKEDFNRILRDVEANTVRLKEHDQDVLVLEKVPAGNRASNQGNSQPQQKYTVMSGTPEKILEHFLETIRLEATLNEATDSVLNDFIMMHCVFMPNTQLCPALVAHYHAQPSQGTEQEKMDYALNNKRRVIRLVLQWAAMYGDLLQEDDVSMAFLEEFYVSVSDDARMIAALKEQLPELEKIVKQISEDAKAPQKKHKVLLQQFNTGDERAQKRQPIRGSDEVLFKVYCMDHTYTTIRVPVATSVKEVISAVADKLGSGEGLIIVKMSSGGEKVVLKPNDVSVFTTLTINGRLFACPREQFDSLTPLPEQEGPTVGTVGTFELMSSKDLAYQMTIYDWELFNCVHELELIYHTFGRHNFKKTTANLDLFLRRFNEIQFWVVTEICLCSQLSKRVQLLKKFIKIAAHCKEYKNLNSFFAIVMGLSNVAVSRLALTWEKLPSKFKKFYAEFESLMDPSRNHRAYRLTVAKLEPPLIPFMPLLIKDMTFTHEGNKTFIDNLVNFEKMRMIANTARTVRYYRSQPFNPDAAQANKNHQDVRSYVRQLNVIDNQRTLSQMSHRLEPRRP
A549 viability: kills or reduces viability of A549 cells in Nrf2 counter-screen. A549 ARE-Fluc cells, CellTiter-Fluor viability, 18-24 h. actives 0.16% (n = 390,000). Potency, µM (top dose mostly 46 µM), for the others: at the highest dose activity change, negative = cytotoxicity, actives largely listed as inhibitors; note: potency is the fitted concentration of half-maximal effect; % is set by controls: 0 for no effect and ±100 for the full control effect
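A549 ARE-Fluc cells in 5% FBS OPTI-MEM, 5000 cells/well, rested 2 h then exposed to compounds in concentration-response for 18-24 h at 37 °C. Viability by CellTiter-Fluor fluorescence (Ex 405/Em 525) after 30 min; luciferase luminescence (BugLite, 15 min, RT) read afterwards.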
Nrf2 block: Nrf2 pathway inhibition. A549 ARE-Fluc reporter, luciferase luminescence, 18-24 h. Potency, µM (series often up to 46 µM), without a hit: at the highest dose activity change, negative = inhibition, most hits filed as inhibitors. actives 2.1% (n = 360,000). AID 504444; note: potency is the fitted concentration of half-maximal effect; % is set by controls: 0 for no effect and ±100 for the full control effect; nearly all actives have a fitted effect of over 60% in size
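Nrf2 function is reported as luminescence of an ARE-controlled luciferase in A549 cells. Compounds were tested at several concentrations, and a CellTiter-Fluor read on the same wells flagged cytotoxicity.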
TGFb inhibitor: inhibitors of TGF-b signaling | actives 1.2% (n = 410,000) | HepG2 CAGA-GFP TGF-b/SMAD3 reporter, GFP fluorescence, 18 h; TGF-beta stimulated, 500 pg/mL final | Potency, µM (series often up to 46.1 µM), for inactives: top-dose activity, negative = inhibition, usual class: inhibitors; note: potency is the fitted concentration of half-maximal effect; % is set by controls: 0 for no effect and ±100 for the full control effect; nearly all actives have a fitted effect of over 65% in size
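Cell-based qHTS in HEPG2 carrying a CAGA-GFP Smad reporter; compounds added before 500 pg/mL final TGF-beta, 18 h incubation at 37 degrees C, GFP fluorescence quantified per cell by imaging cytometry.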
Mm-Cpn inhibitor: inhibitors of Methanococcus maripaludis chaperonin (MmCpn); actives 0.031% (n = 330,000); Potency, µM (series often up to 76.9 µM), without a hit: top-dose activity, negative = inhibition, most hits filed as inhibitors; purified Mm-Cpn ATPase, ADP Transcreener TR-FRET; note: potency is the fitted concentration of half-maximal effect; % is set by controls: 0 for no effect and ±100 for the full control effect; nearly all actives have a fitted effect of over 80% in size
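Compound-treated chaperonin, 25 nM final, turns over 10 uM ATP at 37°C for 30 min following a 10 min preincubation; ADP generated competes with ADP-d2 for Eu-cryptate antibody, lowering FRET.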
Nrf2 ARE act: activators of Nrf2 (ARE) signaling; AREc32 ARE-luciferase reporter (MCF7-derived line), luminescence, 24 h; Potency, µM (titrated, usually from 46.1 µM), inactives show at the top dose activation, most hits filed as activators; actives 0.31% (n = 410,000); AID 624171; note: potency is the fitted concentration of half-maximal effect; % of control where 0% means no effect; nearly all actives have a fitted effect of over 65% in size
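AREc32 cells carrying an ARE-driven firefly luciferase, 1000 cells/well in OPTI-MEM with 5% FBS, dosed after overnight attachment and incubated 24 hr at 37 deg C. Steady-Glo luminescence read after 30 min at RT.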
Akt phos inh: inhibitors of Akt phosphorylation. Neuro2A IGF-stimulated pAkt S473 HTRF, 20 min; active compounds read low. actives 0.32% (n = 360,000). activity change, % for hits at 50 µM; in the data active = activity change below about -80%; inconclusive = mostly about -51% to -80%; note: % is set by controls: 0 for no effect and ±100 for the full control effect
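Neuro2A cells in DMEM with 0.5% FBS, overnight at 37 deg C, given compound at single 50 µM final, then IGF (6 nM final) for 20 min at 37 deg C. Lysed; phospho-Akt Ser473 by HTRF after 24 h, 665/615 ratio.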
CCT chaperon mod: changes cytosolic chaperonin activity; purified chaperonin ATPase assay, HTRF ADP detection, 30 min; activity change, % (concentration not given with the values), hits read low; actives 0.3% (n = 360,000); AID 651819; in the data active = activity change below about -30%; note: % is set by controls: 0 for no effect and ±100 for the full control effect
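Enzyme 40 or 20 nM (batch-dependent) in Tris pH 7.4/KCl/MgCl2/DTT; cpd 76 uM single point; ATP 10 uM; 30 min 37 °C; Transcreener ADP HTRF detection, 30 min RT; ratio 665/615.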
EPAC2 ag: activates human EPAC2 exchange factor; Q8WZA2; EPAC2 activation, biochemical qHTS; response scale: 100% = 6.5 mM cAMP response; Potency, µM (doses to about 154 µM), for inactives: at the highest dose activation, most hits filed as activators; actives 0.079% (n = 360,000); AID 720711; note: potency is the fitted concentration of half-maximal effect; nearly all actives have a fitted effect of over 50% in size
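Readout is BODIPY fluorescence (480 nm excitation, 540 nm emission), which falls as labeled GDP is exchanged off Rap1B. EPAC2 at 100 nM acted on 250 nM RAP1B-BODIPY-GDP with 50 uM GDP present.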
* = called active by the depositor; i = inactive; ? = inconclusive; / = not tested or not shown; [ ] = dose if it differs, or a comment. Unless noted, calls come from the whole dose curve; as a rule, active = well fitted curve in the direction sought with a large enough effect; inconclusive = small, poorly fitted or top-dose-only effect, or another doubt; inactive = no such curve, though single readings can be large; an effect the other way counts as inactive or inconclusive. Only part of the results is shown; count on the stated rates, not on these rows.

Molecule	EPAC2 ag	TGFb inhibitor	CCT chaperon mod	Mm-Cpn inhibitor	Nrf2 ARE act	EPAC2 antag	Akt phos inh	A549 viability	Nrf2 block
CC(NC(=O)c1cccc(S(=O)(=O)N2CCN(C)CC2)c1)C1CC2CCC1C2 (stereo not given)	4%	15%	-9.9	2%	0.8%	15%	i	-1%	1%
CCOc1ccc(Br)cc1S(=O)(=O)NCCN1CCCC1	2%	22%	0.3	?	-1.5%	6%	i	0%	6%
Cc1cccc(OCc2nnc(N)s2)c1C	-1%	3%	-2.1	2%	-0.5%	0%	-120%*	-14%	/
COc1ccc(NC(=O)CN2C(=O)c3cccc4cccc2c34)c(OC)c1	-8%	-1%	-1.6	1%	0.3%	3%	i	-2%	-23%
CCCOC(=O)c1ccc(NC(=O)c2cc(OC)c(OC)c(OC)c2Br)cc1	12%	2%	0.0	-3%	-0.4%	?	i	-6%	?
Nc1ncnc(Nc2cc(C(F)(F)F)cc(C(F)(F)F)c2)n1	-2%	-16%	-0.8	0%	3.4%	1%	i	2%	-10%
COc1cc(C(=O)N2CCN(C(=O)c3ccco3)CC2)cc(OC)c1OC	6%	?	1.5	1%	0.0%	1%	i	-1%	/
CC1CCCN(C(=O)COC(=O)C2=COCCO2)C1 (stereo not given)	7%	7%	1.8	2%	4.9%	2%	i	2%	?
O=C(Nc1nonc1-c1ccc(Cl)cc1)c1ccccc1F	/	-4%	/	/	14%	/	/	4%	15%
Cn1c(C(=O)N2CCC(C(=O)NCc3ccccc3)CC2)cc2sccc21	6%	-1%	1.7	1%	-0.5%	1%	i	-19%	0%
Cc1ccc(OCC(=O)N2CCCCCCC2)cc1	9%	-7%	-1.5	0%	-0.2%	-2%	i	6%	9%
COc1cc2ncnc(NCCCN3CCOCC3)c2cc1OC	10%	2%	1.2	0%	2.0%	13%	i	1%	-10%
CC(C)(C)c1ccc(CC(=O)N2CCC2(C)C(=O)NS(=O)(=O)c2cccs2)cc1 (stereo not given)	-1%	8%	-1.0	/	-0.4%[9.22 µM]	-11%	i	/	/
Cc1ccccc1CNC(=O)c1ccc(CS(=O)Cc2ccc(Cl)cc2)o1 (stereo not given)	/	?	/	/	-0.4%	/	/	7%	-14%
COc1ccc([N+](=O)[O-])cc1NC(=O)C(C)c1ccccc1 (stereo not given)	-1%	-11%	-0.9	0%	11%	-10%	i	13%	-13%
O=C(NCc1cc(Cl)cc(Cl)c1)c1ccc2nc([C@H]3C[C@H](O)[C@@H](CO)O3)[nH]c2c1	4%	4%	-1.3	/	0.0%[9.22 µM]	-10%	i	/	/
Cc1ccccc1/C=C/C12NC(=O)CN1c1ccccc1C2(C)C (stereo not given)	-1%	-12%	-0.1	1%	2.9%	9%	i	-2%	3%
CCC(C)n1c(SCC(=O)N(CC)c2c(N)n(Cc3ccccc3)c(=O)[nH]c2=O)nc2ccccc2c1=O (stereo not given)	-8%	5%	1.4	/	-0.2%	14%	i	3%	-13%
CCCCOC(=O)c1ccc(NS(=O)(=O)c2cc(-c3nnnn3CC)ccc2OC)cc1	-8%	-10%	1.8	0%	2.5%	-14%[57.1 µM]	i	-3%	?
COc1ccc(NS(=O)(=O)c2cccc(C(=O)NCc3cccnc3)c2)cc1	5%	0%	-3.0	0%	-0.7%	4%	i	0%	-17%
O=C(CN1C(=O)CSC1=O)N1CCc2ccccc2C1	5%	29%	0.2	4%	-0.6%	-5%	i	-1%	14%
Cc1cc(-c2nn(-c3ccccc3F)cc2CN2CCCC(CO)C2)c(C)s1 (stereo not given)	5%	-2%	0.5	-1%	6.0%	2%	i	-4%	21%
CCOc1nc(C)ccc1-c1noc(-c2cccnc2)n1	-3%	24%	0.0	2%	6.8%	-2%	i	-1%	21%
CN(C)c1ccc(/C=N/N=C2/SC(CC(=O)O)C(=O)N2c2ccc(O)cc2)cc1 (stereo not given)	5%	-8%	-4.1	-13%	-0.4%	-11%	i	-19%	-18%

Gathered by group: the compounds so far containing four or more nitrogen atoms (6)
Molecule	EPAC2 ag	TGFb inhibitor	CCT chaperon mod	Mm-Cpn inhibitor	Nrf2 ARE act	EPAC2 antag	Akt phos inh	A549 viability	Nrf2 block
Nc1ncnc(Nc2cc(C(F)(F)F)cc(C(F)(F)F)c2)n1	-2%	-16%	-0.8	0%	3.4%	1%	i	2%	-10%
COc1cc2ncnc(NCCCN3CCOCC3)c2cc1OC	10%	2%	1.2	0%	2.0%	13%	i	1%	-10%
CCC(C)n1c(SCC(=O)N(CC)c2c(N)n(Cc3ccccc3)c(=O)[nH]c2=O)nc2ccccc2c1=O (stereo not given)	-8%	5%	1.4	/	-0.2%	14%	i	3%	-13%
CCCCOC(=O)c1ccc(NS(=O)(=O)c2cc(-c3nnnn3CC)ccc2OC)cc1	-8%	-10%	1.8	0%	2.5%	-14%[57.1 µM]	i	-3%	?
CCOc1nc(C)ccc1-c1noc(-c2cccnc2)n1	-3%	24%	0.0	2%	6.8%	-2%	i	-1%	21%
CN(C)c1ccc(/C=N/N=C2/SC(CC(=O)O)C(=O)N2c2ccc(O)cc2)cc1 (stereo not given)	5%	-8%	-4.1	-13%	-0.4%	-11%	i	-19%	-18%

Additional entries.
Molecule	EPAC2 ag	TGFb inhibitor	CCT chaperon mod	Mm-Cpn inhibitor	Nrf2 ARE act	EPAC2 antag	Akt phos inh	A549 viability	Nrf2 block
CC(=O)Nc1cccc(/C(C)=N/NC(=O)c2ccc3c(c2)OCO3)c1	6%	0%	-3.3	-4%	2.7%	-4%	i	-2%	?
O=[N+]([O-])c1cccnc1Nc1ccc(Cl)cc1	-1%	2%	-0.4	/	16%	3%	i	/	/
O=C(Nc1ccc(S(=O)(=O)N2CCCCC2)cc1)c1cnccn1	3%	-2%	-1.8	1%	0.5%	19%	i	1%	5%
CCCCNc1cnn(-c2ccccc2)c(=O)c1Cl	13%	-4%	0.9	-2%	3.6%	-1%	i	2%	?
CCOC(=O)Cn1cc(/C=N/NC(=O)c2cc3ccccc3o2)c2ccccc21	0%	18%	0.5	0%	-0.9%	-6%	i	-7%	1%
COc1ccc(NC(=S)NCCCN2CCCC2=O)c(OC)c1	1%	0%	1.5	1%	-0.3%	-2%	i	3%	4%
O=C(/C=C/c1ccc[nH]1)c1ccc(F)cc1	8%	-5%	-2.9	-1%	?	0%	i	0%	3%
COc1cccc(NC(=O)CSc2nc3scc(C)c3c(=O)[nH]2)c1	8%	8%	-26	-6%	-0.2%	0%	i	-1%	?
CCOC(=O)c1cccc(NC(=O)c2ccc(F)cc2F)c1	14%	-7%	-2.6	/	0.6%	-3%	i	4%	8%
CCCCC[C@@H](C)N1C[C@H](COCc2ccccc2)Oc2cc(N3CC[C@@H](N(C)C)C3)ccc2S1(=O)=O	-7%	/	-0.1	/	-3.3%	?	i	/	/
Cc1ccc(Cc2nnc(SCC(=O)Nc3ccccc3Cl)[nH]c2=O)cc1	1%	0%	0.6	-1%	0.0%	3%	i	-2%	-19%
CCOC(=O)C1Nc2c(cc(C(F)(F)F)cc2[N+](=O)[O-])C2c3ccccc3CC12 (stereo not given)	12%	?	1.3	/	21%	-19%	i	0%	4%
COCCNC(=S)N(CCCO)Cc1cc2cc3c(cc2[nH]c1=O)OCO3	4%	6%	1.7	/	-2.3%	7%	i	/	/
COc1ccc(C2CC(=O)c3c([nH]c(C(=O)OC4CCCC4)c3C)C2)cc1OC (stereo not given)	/	8%	/	/	0.7%	/	/	1%	-18%
O=C(Nc1cccc(C(=O)O)c1)/C(=C\c1ccccc1)NC(=O)c1ccco1	-6%	2%	2.3	/	-1.0%	-4%	i	/	/
COc1cc(C2c3c(-c4cc(C)ccc4O)n[nH]c3C(=O)N2Cc2cccnc2)cc(OC)c1OC (stereo not given)	/	-12%	/	/	0.0%	/	/	0%	20%
Cc1cc(C(=O)Nc2ccc(C)c(C)c2)n(-c2ccccc2)n1	10%	1%	-0.7	1%	0.0%	-2%	i	2%	-16%
Cc1ccc(Nc2nc(N)[nH]c(=O)c2N=O)cc1	0%	-8%	0.9	-4%	0.1%	-6%	i	-4%	2%
COC(=O)c1ccc(CNC(=O)CCc2c[nH]c3ccccc23)cc1	11%	-12%	-1.4	?	-0.1%	-5%	i	2%	0%
O=C(CCC(=O)c1ccc[nH]1)c1ccc(Cl)cc1	6%	-8%	-0.3	-1%	-0.8%	12%	i	-2%	?

Sorted by formula weight (largest number first): some entries from above.
Molecule	EPAC2 ag	TGFb inhibitor	CCT chaperon mod	Mm-Cpn inhibitor	Nrf2 ARE act	EPAC2 antag	Akt phos inh	A549 viability	Nrf2 block
CCOC(=O)Cn1cc(/C=N/NC(=O)c2cc3ccccc3o2)c2ccccc21	0%	18%	0.5	0%	-0.9%	-6%	i	-7%	1%
COc1ccc(NC(=O)CN2C(=O)c3cccc4cccc2c34)c(OC)c1	-8%	-1%	-1.6	1%	0.3%	3%	i	-2%	-23%
O=C(Nc1nonc1-c1ccc(Cl)cc1)c1ccccc1F	/	-4%	/	/	14%	/	/	4%	15%
